Bcl-xL primary = blocks human Bcl-xL binding to Bim BH3 peptide; Q07817; GST-Bcl-xL / FITC-Bim BH3 peptide fluorescence polarization; inhibition, % at 10.9 µM; 0.7% of 320,000 active;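 active = inhibition above the mean of all tested compounds plus 3 SD, cutoff set per campaign, cut at about 30% in these data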;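 also: 0% = DMSO wells and 100% = unlabeled Bim-BH3 peptide competitor; inhibitors lower millipolarization by displacing the labeled peptide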
GRK2 inh = inhibitors of human GRK2 displacing RNA aptamer | inhibition of aptamer binding, % at 10 µM | bead flow cytometry, FAM-aptamer displacement from GRK2 | 0.59% of 330,000 active | P25098 | AID 488847;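 active = inhibition of aptamer binding above 40%, roughly 3 SD of noise, on plates passing a quality check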;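 also: median bead fluorescence of bound FAM aptamer so fluorescent compounds give negative values; no value below 0 was filed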
CIT2 TOR yeast = yeast TOR pathway CIT2-GFP modulation | 0.065% of 320,000 active | GFP response vs DMSO, % at 10 µM | S. cerevisiae CIT2-GFP strain, flow cytometry, 3 h; 100 means same as DMSO wells;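 active = GFP response relative to DMSO above a set limit, near the screen mean plus 3 SD, cut at about 150% in these data; inconclusive = Fewer than 70 cells measured for a yeast strain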;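 also: ratio of well median GFP fluorescence to mean of DMSO wells on the plate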
VLA-4 inh = inhibition in a human VLA-4 binding assay. AID 2557. VLA-4 expressing cells, ligand binding flow cytometry. inhibition, % (about 7 µM as worked out from the volumes in the protocol). 0.2% of 330,000 active; in the data active = inhibition above about 50%
MCL1 BIM primary = MCL1-BIM-BH3 interaction inhibition (human) | GST-MCL1 / FITC-Bim-BH3 fluorescence polarization | Q07820 | 0.68% of 320,000 active | inhibition, % at 10.9 µM;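 active = inhibition above the mean inhibition of all tested compounds plus 3 SD, set per campaign, cut at about 40% in these data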;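 also: 0% = DMSO wells and 100% = unlabeled Bim-BH3 peptide control; higher means more loss of mP so more displacement of Bim peptide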
MEX-5 binding = C. elegans MEX-5 TCR-2 RNA binding activity. activity score (negative = inhibition of binding), % at 10 µM. AID 1832. 0.38% of 300,000 active. MEX-5/FITC-TCR2 RNA binding, fluorescence polarization; stronger effect = lower value;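 active = inhibition past about -25% in most replicates, and total fluorescence under double the plate's negative control median, limit read from the data; inconclusive = replicates evenly split on the limit, or fluorescence at least double controls; inactive = too little inhibition in most replicates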;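 also: 0% = DMSO and -100% = 5 µM competing unlabeled TCR2 RNA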
Target sequence (Q9XUB2 whole entry, looked up): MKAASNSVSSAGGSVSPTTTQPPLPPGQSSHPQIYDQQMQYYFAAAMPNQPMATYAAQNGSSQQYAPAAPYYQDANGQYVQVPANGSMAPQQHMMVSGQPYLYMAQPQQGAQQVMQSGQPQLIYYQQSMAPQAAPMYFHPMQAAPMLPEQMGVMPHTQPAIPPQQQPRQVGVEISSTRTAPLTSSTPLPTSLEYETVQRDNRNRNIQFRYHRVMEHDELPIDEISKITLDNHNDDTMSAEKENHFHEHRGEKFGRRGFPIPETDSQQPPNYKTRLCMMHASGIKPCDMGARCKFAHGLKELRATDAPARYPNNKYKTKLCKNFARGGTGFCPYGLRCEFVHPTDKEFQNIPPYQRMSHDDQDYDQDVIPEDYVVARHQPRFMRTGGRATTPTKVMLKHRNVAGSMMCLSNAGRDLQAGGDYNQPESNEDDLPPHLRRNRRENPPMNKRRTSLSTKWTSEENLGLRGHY
AGP1-GFP MLPCN = alters AGP1-GFP fluorescence in TOR pathway yeast screen; S. cerevisiae AGP1-GFP multiplex flow cytometry, 3 h; GFP as percent of DMSO wells; GFP response vs DMSO, % at 10 µM; 0.02% of 320,000 active; AID 2066;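 active = GFP response relative to DMSO above a set limit, near screen average plus 3 SD, cut at about 150% in these data; inconclusive = fewer than 70 cells counted for the yeast strain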;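 also: median GFP channel fluorescence of the gated AGP1 strain per well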
GLD-1 TGE inh = GLD-1-TGE RNA interaction inhibition (C. elegans) | inhibition, % at 5.96 µM | purified GLD-1 + fluorescein TGE RNA, fluorescence polarization | Q17339 | 0.44% of 320,000 active;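 active = percent inhibition above a per-plate cutoff, the plate mean of test compounds plus 3 SD, cut at about 30% in these data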;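 also: 0% = DMSO wells with GLD-1 and probe and 100% = wells lacking GLD-1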
Target sequence (Q17339 whole entry, looked up): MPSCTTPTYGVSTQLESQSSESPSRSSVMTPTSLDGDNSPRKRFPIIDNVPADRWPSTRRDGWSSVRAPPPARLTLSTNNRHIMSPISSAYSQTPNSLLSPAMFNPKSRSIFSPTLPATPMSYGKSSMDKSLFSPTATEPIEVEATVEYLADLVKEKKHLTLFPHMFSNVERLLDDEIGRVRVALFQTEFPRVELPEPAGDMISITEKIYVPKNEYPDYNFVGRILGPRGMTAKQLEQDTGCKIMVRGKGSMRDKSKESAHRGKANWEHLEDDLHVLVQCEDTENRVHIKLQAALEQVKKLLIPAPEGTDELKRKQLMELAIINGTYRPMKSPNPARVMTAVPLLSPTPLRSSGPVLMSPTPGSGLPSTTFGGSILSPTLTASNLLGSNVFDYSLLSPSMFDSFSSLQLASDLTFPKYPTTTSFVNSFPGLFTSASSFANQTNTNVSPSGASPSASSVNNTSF
CR mimetic SO = yeast age-related superoxide inhibition as caloric restriction mimetic. S. cerevisiae aged cells, superoxide DHE fluorescence; stronger effect = lower value. superoxide response (% of plate mean), % at 10 µM. AID 2690. 0.18% of 330,000 active;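 active = superoxide response under a set limit, about three screen SD below normal, cut at about 65% in these data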;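 also: yeast aged for seven days with compound at 30 °C before DHE staining; 100% = average MFI of all compound-treated wells on the plate with controls excluded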
An asterisk follows results filed as active.

Start of the listing, in advance (2 entries):
What do the screens show for `CC1CCc2sc(C(=O)OC(C)C(=O)Nc3ncc(Cl)cc3Cl)cc2C1` (stereo not given)?
Bcl-xL primary: 3; GRK2 inh: 1; CIT2 TOR yeast: 89; VLA-4 inh: 3; MCL1 BIM primary: 5; MEX-5 binding: -11; AGP1-GFP MLPCN: 86; GLD-1 TGE inh: -7; CR mimetic SO: 119

Results for CCCCC(CC)C(=O)Nc1ccc(Nc2ccccc2)cc1 (stereo not given) ?
Bcl-xL primary: 4; GRK2 inh: 0; CIT2 TOR yeast: 103; VLA-4 inh: 0; MCL1 BIM primary: 2; MEX-5 binding: -2.4; AGP1-GFP MLPCN: 98; GLD-1 TGE inh: 6; CR mimetic SO: 74

All compounds of this part (from the top)
What do the screens show for `CC1CCc2sc(C(=O)OC(C)C(=O)Nc3ncc(Cl)cc3Cl)cc2C1` (stereo not given)?
Bcl-xL primary: 3; GRK2 inh: 1; CIT2 TOR yeast: 89; VLA-4 inh: 3; MCL1 BIM primary: 5; MEX-5 binding: -11; AGP1-GFP MLPCN: 86; GLD-1 TGE inh: -7; CR mimetic SO: 119

Results for CCCCC(CC)C(=O)Nc1ccc(Nc2ccccc2)cc1 (stereo not given) ?
Bcl-xL primary: 4; GRK2 inh: 0; CIT2 TOR yeast: 103; VLA-4 inh: 0; MCL1 BIM primary: 2; MEX-5 binding: -2.4; AGP1-GFP MLPCN: 98; GLD-1 TGE inh: 6; CR mimetic SO: 74

Results for CCCCNC(=S)Nc1ccc(-c2nc3ccc(C)cc3s2)cc1 ?
Bcl-xL primary: 3; GRK2 inh: 0; CIT2 TOR yeast: 94; MCL1 BIM primary: 8; MEX-5 binding: -1.5; AGP1-GFP MLPCN: 102; GLD-1 TGE inh: 7; CR mimetic SO: 99

How did CC1Cc2nc(SCC(=O)Nc3ccc(F)cc3F)n(C)c(=O)c2S1 (stereo not given) do in these assays?
Bcl-xL primary: 7; GRK2 inh: 5; CIT2 TOR yeast: 97; VLA-4 inh: 2; MCL1 BIM primary: 7; MEX-5 binding: -1.5; AGP1-GFP MLPCN: 92; GLD-1 TGE inh: 3; CR mimetic SO: 97

Results for COc1ccc(Cl)cc1S(=O)(=O)Oc1ccc(NC(C)=O)cc1 ?
Bcl-xL primary: 5; GRK2 inh: 0; CIT2 TOR yeast: 110; VLA-4 inh: 10; MCL1 BIM primary: 4; MEX-5 binding: 0.5; AGP1-GFP MLPCN: 102; GLD-1 TGE inh: 8; CR mimetic SO: 107

Results for Cc1ccc2nc(SCC(=O)NCCCN3CCCC3=O)[nH]c2c1 ?
Bcl-xL primary: 0; GRK2 inh: 0; CIT2 TOR yeast: 85; VLA-4 inh: 8; MCL1 BIM primary: 0; AGP1-GFP MLPCN: 98; GLD-1 TGE inh: 6; CR mimetic SO: 93

How did COC(=O)c1nn(-c2cccc(C)c2)c2nnc(Cc3ccccc3)c(=O)n12 do in these assays?
Bcl-xL primary: 6; GRK2 inh: 1; CIT2 TOR yeast: 102; VLA-4 inh: -2; MCL1 BIM primary: 4; MEX-5 binding: -0.4; AGP1-GFP MLPCN: 99; GLD-1 TGE inh: -2; CR mimetic SO: 101

What do the screens show for `CCOC(=O)C1CCCN(C(=O)c2ccc(S(=O)(=O)NCc3ccco3)cc2)C1` (stereo not given)?
Bcl-xL primary: 6; GRK2 inh: 2; CIT2 TOR yeast: 106; VLA-4 inh: -8; MCL1 BIM primary: 2; MEX-5 binding: 0.8; AGP1-GFP MLPCN: 102; GLD-1 TGE inh: 1; CR mimetic SO: 90

What do the screens show for `COc1cccc(CCNC(=O)CCc2nnc(-c3ccc4c(c3)OCO4)o2)c1`?
Bcl-xL primary: 0; GRK2 inh: 0; CIT2 TOR yeast: 90; VLA-4 inh: 3; MCL1 BIM primary: -4; AGP1-GFP MLPCN: 92; GLD-1 TGE inh: 7; CR mimetic SO: 104

Results for CC1=C/C(=C(\c2ccc(O)c(C)c2)c2ccccc2S(=O)(=O)O)C=CC1=O ?
Bcl-xL primary: 21; GRK2 inh: 1; CIT2 TOR yeast: 103; VLA-4 inh: 11; MCL1 BIM primary: 26; MEX-5 binding: -5.1; AGP1-GFP MLPCN: 97; GLD-1 TGE inh: 17; CR mimetic SO: 113

Results for CCOc1ccc(OCCOCCN2CCCC2)cc1 ?
Bcl-xL primary: 6; GRK2 inh: 0; CIT2 TOR yeast: 104; VLA-4 inh: 11; MCL1 BIM primary: 8; MEX-5 binding: 0.3; AGP1-GFP MLPCN: 101; GLD-1 TGE inh: 2; CR mimetic SO: 103

Results for CCCNC(=O)COc1nc2ccccc2nc1N1CCOCC1 ?
Bcl-xL primary: 8; GRK2 inh: 2; CIT2 TOR yeast: 100; VLA-4 inh: 11; MCL1 BIM primary: 1; MEX-5 binding: -0.5; AGP1-GFP MLPCN: 102; GLD-1 TGE inh: -1; CR mimetic SO: 101

What do the screens show for `CSc1ncccc1C(=O)OCC(=O)c1ccc(S(=O)(=O)N2CCCCC2)cc1`?
Bcl-xL primary: 0; GRK2 inh: 3; CIT2 TOR yeast: 108; VLA-4 inh: -1; MCL1 BIM primary: -2; MEX-5 binding: 1.2; AGP1-GFP MLPCN: 110; GLD-1 TGE inh: 4; CR mimetic SO: 90

What do the screens show for `CC(C)NC(=O)CSc1nccc(-c2cccs2)n1`?
Bcl-xL primary: 0; GRK2 inh: 0; CIT2 TOR yeast: 107; VLA-4 inh: 4; MCL1 BIM primary: -7; MEX-5 binding: 0.2; AGP1-GFP MLPCN: 119; GLD-1 TGE inh: -3; CR mimetic SO: 96

Results for CN(C)S(=O)(=O)Oc1ccsc1C(=O)Nc1ccc(Br)cc1 ?
Bcl-xL primary: 3; GRK2 inh: 0; CIT2 TOR yeast: 92; VLA-4 inh: 8; MCL1 BIM primary: 0; MEX-5 binding: -1.5; AGP1-GFP MLPCN: 89; GLD-1 TGE inh: 9; CR mimetic SO: 111

What do the screens show for `CCc1ccc(NC(=O)C2CCN(S(C)(=O)=O)CC2)cc1`?
Bcl-xL primary: -4; GRK2 inh: 0; CIT2 TOR yeast: 96; VLA-4 inh: 25; MCL1 BIM primary: -4; MEX-5 binding: 1.0; AGP1-GFP MLPCN: 96; GLD-1 TGE inh: -4; CR mimetic SO: 110

Results for O=C(NCC(=O)N(c1cccnc1)C(C(=O)NC1CCCC1)c1ccco1)c1cccs1 (stereo not given) ?
Bcl-xL primary: 1; GRK2 inh: 0; CIT2 TOR yeast: inconclusive; VLA-4 inh: 3; MCL1 BIM primary: 6; MEX-5 binding: -3.0; AGP1-GFP MLPCN: inconclusive; GLD-1 TGE inh: 8; CR mimetic SO: 99

Results for COc1cc(-c2nnc(Sc3ccc(C(F)(F)F)cc3[N+](=O)[O-])o2)cc(OC)c1OC ?
Bcl-xL primary: -7; GRK2 inh: 0; CIT2 TOR yeast: 97; VLA-4 inh: 4; MCL1 BIM primary: -2; MEX-5 binding: 0.3; AGP1-GFP MLPCN: 104; GLD-1 TGE inh: 2; CR mimetic SO: 108

Results for O=C(Nc1c(C(=O)N2CCCCC2)cnn1-c1ccccc1)c1ccccc1F ?
GRK2 inh: 0; CIT2 TOR yeast: 101; VLA-4 inh: 5; MEX-5 binding: -0.1; AGP1-GFP MLPCN: 96; CR mimetic SO: 99

What do the screens show for `CC(NC(=O)C(=O)N1CCCCC1)C(c1cccs1)N1CCN(Cc2ccccc2)CC1` (stereo not given)?
Bcl-xL primary: 1; GRK2 inh: 0; CIT2 TOR yeast: 103; VLA-4 inh: 7; MCL1 BIM primary: 7; MEX-5 binding: -3.6; AGP1-GFP MLPCN: 98; GLD-1 TGE inh: 0; CR mimetic SO: 103

3 structures already listed, ordered by number of heavy atoms, rising:
What do the screens show for `CCc1ccc(NC(=O)C2CCN(S(C)(=O)=O)CC2)cc1`?
Bcl-xL primary: -4; GRK2 inh: 0; CIT2 TOR yeast: 96; VLA-4 inh: 25; MCL1 BIM primary: -4; MEX-5 binding: 1.0; AGP1-GFP MLPCN: 96; GLD-1 TGE inh: -4; CR mimetic SO: 110

Results for O=C(Nc1c(C(=O)N2CCCCC2)cnn1-c1ccccc1)c1ccccc1F ?
GRK2 inh: 0; CIT2 TOR yeast: 101; VLA-4 inh: 5; MEX-5 binding: -0.1; AGP1-GFP MLPCN: 96; CR mimetic SO: 99

Results for COc1cc(-c2nnc(Sc3ccc(C(F)(F)F)cc3[N+](=O)[O-])o2)cc(OC)c1OC ?
Bcl-xL primary: -7; GRK2 inh: 0; CIT2 TOR yeast: 97; VLA-4 inh: 4; MCL1 BIM primary: -2; MEX-5 binding: 0.3; AGP1-GFP MLPCN: 104; GLD-1 TGE inh: 2; CR mimetic SO: 108

More structures:
Results for O=[N+]([O-])c1ccc(N2CCN(S(=O)(=O)c3ccc(Cl)cc3)CC2)cc1NCC1CCCO1 (stereo not given) ?
Bcl-xL primary: 2; GRK2 inh: 0; CIT2 TOR yeast: 93; VLA-4 inh: -94; MCL1 BIM primary: -5; AGP1-GFP MLPCN: 99; GLD-1 TGE inh: 1; CR mimetic SO: 103

How did CN(C)c1ccc(CNC(=O)C2CCN(S(=O)(=O)c3ccc4c(c3)oc(=O)n4C)CC2)cc1 do in these assays?
Bcl-xL primary: 3; GRK2 inh: 0; CIT2 TOR yeast: 99; VLA-4 inh: 13; MCL1 BIM primary: 3; MEX-5 binding: 0.1; AGP1-GFP MLPCN: 101; GLD-1 TGE inh: 1; CR mimetic SO: 110

What do the screens show for `O=C(O)CCc1ccc(-c2cccs2)n1CC(=O)Nc1ccccc1C(F)(F)F`?
Bcl-xL primary: 9; GRK2 inh: 3; CIT2 TOR yeast: 96; VLA-4 inh: -1; MCL1 BIM primary: 11; MEX-5 binding: 1.5; AGP1-GFP MLPCN: 98; GLD-1 TGE inh: 19; CR mimetic SO: 92

Results for COc1ccc(OC)c(Nc2nc(N)c([N+](=O)[O-])c(NCc3ccccc3)n2)c1 ?
Bcl-xL primary: -2; GRK2 inh: 0; CIT2 TOR yeast: 93; VLA-4 inh: 3; MCL1 BIM primary: 6; MEX-5 binding: 3.3; AGP1-GFP MLPCN: 94; GLD-1 TGE inh: 0; CR mimetic SO: 124

Results for Cc1cc(N2CCN(c3ccccc3)CC2)n2nnnc2n1 ?
Bcl-xL primary: 2; GRK2 inh: 1; CIT2 TOR yeast: 114; VLA-4 inh: -20; MCL1 BIM primary: 0; MEX-5 binding: -1.3; AGP1-GFP MLPCN: 102; GLD-1 TGE inh: 1; CR mimetic SO: 92

How did Clc1ccc(C2=Nc3cc(Cl)ccc3OC2)cc1 do in these assays?
Bcl-xL primary: -3; GRK2 inh: 0; CIT2 TOR yeast: 110; VLA-4 inh: 4; MCL1 BIM primary: -5; MEX-5 binding: -1.1; AGP1-GFP MLPCN: 96; GLD-1 TGE inh: -5; CR mimetic SO: 71

Results for Cc1ccc(S(=O)(=O)NCCSc2nncn2C)cc1 ?
Bcl-xL primary: 3; GRK2 inh: 0; CIT2 TOR yeast: 101; VLA-4 inh: -7; MCL1 BIM primary: 5; MEX-5 binding: -0.7; AGP1-GFP MLPCN: 104; GLD-1 TGE inh: 8; CR mimetic SO: 106

What do the screens show for `Cc1ccccc1-c1nc2cc(NC(=O)C3CC3)ccc2o1`?
Bcl-xL primary: 6; GRK2 inh: 4; CIT2 TOR yeast: 82; VLA-4 inh: 1; MCL1 BIM primary: 1; MEX-5 binding: 0.9; AGP1-GFP MLPCN: 89; GLD-1 TGE inh: 2; CR mimetic SO: 110

Screens as filed in PubChem BioAssay.

Random draw from the library; any-hit rate near 2.1%.
